RGS4 inh: human RGS4 inhibition; P49798; Transcreener GDP fluorescence polarization, RGS4-accelerated GTP hydrolysis; Potency, µM (titrated, usually from 114 µM), without a hit: at the top dose activity change, negative = inhibition, actives largely listed as inhibitors; 390,000 tested, 0.039% active; further: on the % scale 0 is the no-effect control and ±100 the full control effect; nearly all actives have a fitted effect of over 75% in size; some results filed as inactive show a strong effect at the top dose
Target sequence (P49798 whole entry, looked up): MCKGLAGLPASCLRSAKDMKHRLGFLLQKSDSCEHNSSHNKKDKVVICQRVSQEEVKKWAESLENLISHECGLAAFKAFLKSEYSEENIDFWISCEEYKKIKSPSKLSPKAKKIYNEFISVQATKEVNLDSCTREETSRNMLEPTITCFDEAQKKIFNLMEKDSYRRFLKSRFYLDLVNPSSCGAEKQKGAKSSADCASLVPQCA
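MLSMR compounds (23 nl, pin-transferred) preincubated 10 min at room temperature with a 500nM (2x) first reagent, then RGS4 at 900nM (2x) plus Transcreener GDP mix added; fluorescence polarization (620/688 nm) read before and after 90 min at 30 °C.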
TrxR1 inh: inhibitors of rat thioredoxin reductase 1. O89049. recombinant rTrxR1, NADPH fluorescence consumption, selenite substrate. Potency, µM (series often up to 114 µM), without a hit: top-dose activity change, negative = inhibition, actives largely listed as inhibitors. 390,000 tested, 1% active. AID 588453; further: on the % scale 0 is the no-effect control and ±100 the full control effect; nearly all actives have a fitted effect of over 65% in size
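Rat TrxR1 (90 nM in the dispensed reagent) was pre-reduced with 400 uM NADPH for 5 min at room temperature, then incubated with compound for 15 min. After 400 uM selenite was added, NADPH fluorescence (Ex 340/Em 450 nm) was followed for 8 min.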
ALOX12 inh: inhibitors of human 12S-lipoxygenase ALOX12. purified 12hLO, xylenol orange hydroperoxide absorbance. P18054. Potency, µM (highest dose often 108 µM), inactives show at the top dose activity change, negative = inhibition, most hits filed as inhibitors. AID 1671190. 580,000 tested, 1.1% active; further: on the % scale 0 is the no-effect control and ±100 the full control effect
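Purified human 12hLO (150 nM final) in 25 mM Hepes, 0.01% Triton X-100, pH 7.0 was preincubated 15 min at room temperature with compound. Then 40 uM arachidonic acid was added, 30 min. Hydroperoxide was read by Fe-XO absorbance ratio 573/405 nm.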
GLS inh: glutaminase GLS (human) inhibition | GLS enzymatic activity, qHTS titration | Potency, µM (titrated, usually from 45.5 µM), for the others: top-dose activity change, negative = inhibition, most hits filed as inhibitors | 410,000 tested, 0.21% active | AID 624170; further: on the % scale 0 is the no-effect control and ±100 the full control effect
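hKGA in 45 mM KH2PO4 (pH 8.2), 0.02% Tween-20 with compound, then 1mM L-Glutamine (stock as added) plus glutamate oxidase/HRP/Amplex red coupling mix. Fluorescence read initially and after 30 min at RT; signal change reflects glutamate formation.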
HP1b binding inh: HP1-beta chromodomain-methylated histone interaction inhibition | 390,000 tested, 0.56% active | P83916 | Potency, µM (highest dose often 114 µM), for the others: at the top dose activity change, negative = inhibition, actives largely listed as inhibitors | AID 540317 | AlphaScreen HP1-beta / biotin-H3K9me3 peptide binding; further: nearly all actives have a fitted effect of over 70% in size; inactives centre near 23
Target sequence (P83916 whole entry, looked up): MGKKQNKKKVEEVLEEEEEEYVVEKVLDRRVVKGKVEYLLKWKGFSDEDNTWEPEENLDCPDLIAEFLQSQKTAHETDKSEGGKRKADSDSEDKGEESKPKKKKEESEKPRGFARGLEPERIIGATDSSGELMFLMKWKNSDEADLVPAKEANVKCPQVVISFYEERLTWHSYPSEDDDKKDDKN
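Compound inhibition of the preformed complex between 50 nM HP1-beta and 50 nM biotinylated H3K9me3 peptide was read by AlphaScreen. Buffer was PBS pH 7.4 with 0.01% Tween-20. Incubations ran 30 min at room temperature, with 10 ug/mL donor/acceptor beads.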
JMJD2A Tudor: blocks the human JMJD2A Tudor domain | Potency, µM (doses to about 114 µM), for the others: at the highest dose activity change, negative = inhibition, actives largely listed as inhibitors | O75164 | 390,000 tested, 4.4% active | AlphaScreen JMJD2A-Tudor / H3K4me3 peptide binding | AID 504339; further: on the % scale 0 is the no-effect control and ±100 the full control effect; nearly all actives have a fitted effect of over 50% in size
ERG Ets-DNA blk: inhibitors of human ERG Ets domain-DNA interaction; 370,000 tested, 0.028% active; Potency, µM (titrated, usually from 76.9 µM), for the others: at the highest dose FP activity, negative = inhibition, hits mostly inhibitors; fluorescence polarization, His-ERG Ets domain / labelled DNA; AID 624246; active means well fitted inhibition curve with a large enough effect in the polarisation, with a control signal flat; inconclusive means small, poorly fitted or top-dose-only effect, or effect the other way, or a change in a side signal; inactive means no such curve, though single readings can be large or run the other way; the % refers to the polarisation;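 further: polarization taken with two DNA probes labelled with fluorescein and Texas red; % of control where 0% means no effect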
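His-tagged ERG Ets domain (1 uM in the protein solution; 300mM KCl, 50mM Tris-HCl, 1mM EDTA, 1mM DTT, pH 7.5) received compound, then a probe mix of 5 nM fluorescein-DNA and 100nM Texas-615-DNA. Fluorescence polarization was read for both dyes.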
Tb PGK inh: blocks T. brucei phosphoglycerate kinase. P07378. PGK/GAPDH coupled, Kinase-Glo luminescence, 60 min. Potency, µM (top dose mostly 57.5 µM), for inactives: at the highest dose activity change, negative = inhibition, actives largely listed as inhibitors. 380,000 tested, 0.043% active; further: on the % scale 0 is the no-effect control and ±100 the full control effect; nearly all actives have a fitted effect of over 60% in size
Target sequence (P07378 whole entry, looked up): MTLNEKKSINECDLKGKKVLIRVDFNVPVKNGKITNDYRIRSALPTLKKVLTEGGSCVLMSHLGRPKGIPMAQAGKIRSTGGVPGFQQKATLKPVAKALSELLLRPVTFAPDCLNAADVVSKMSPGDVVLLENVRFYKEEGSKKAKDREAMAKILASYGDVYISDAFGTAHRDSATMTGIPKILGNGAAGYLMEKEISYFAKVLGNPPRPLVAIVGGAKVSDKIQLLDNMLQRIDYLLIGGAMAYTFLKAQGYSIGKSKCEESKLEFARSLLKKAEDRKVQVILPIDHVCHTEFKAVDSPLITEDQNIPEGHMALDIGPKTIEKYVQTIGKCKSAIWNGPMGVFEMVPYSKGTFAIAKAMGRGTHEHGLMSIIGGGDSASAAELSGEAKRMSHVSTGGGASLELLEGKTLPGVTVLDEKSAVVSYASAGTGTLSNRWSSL
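Recombinant glycosomal PGK reaction used 1,3-bisphosphoglycerate generated in-well by GAPDH (100nM final) in 100mM TEA pH 7.6, 5mM MgCl2, 0.01% Tween-20. After 60 minutes at room temperature, ATP was read by Kinase-Glo Plus luminescence end-point.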
Pin1 inhibitor: human Pin1 inhibition. Q13526. Pin1 FP peptide displacement, HiFluor488, 10 min. Potency, µM (titrated, usually from 115 µM), for the others: top-dose activity, negative = inhibition, most hits filed as inhibitors. 390,000 tested, 0.009% active; active means well fitted inhibition curve with a large enough effect in the polarisation, with a control signal flat, not every such curve was filed as active; inconclusive means small, poorly fitted or top-dose-only effect, or effect the other way, or a change in a side signal; inactive means no such curve, though single readings can be large or run the other way; the % refers to the polarisation; further: on the % scale 0 is the no-effect control and ±100 the full control effect
Target sequence (Q13526 whole entry, looked up): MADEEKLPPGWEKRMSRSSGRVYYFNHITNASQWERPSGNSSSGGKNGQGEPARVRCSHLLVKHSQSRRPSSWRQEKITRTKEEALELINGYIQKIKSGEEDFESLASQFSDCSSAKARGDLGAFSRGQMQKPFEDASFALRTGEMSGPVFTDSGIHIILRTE
An asterisk follows results filed as active; i = inactive; u = inconclusive; x = not tested or not shown; & = joins results of further samples; [ ] = remark or other dose. Unless noted, the call rests on the fitted dose curve; in most records, active means well fitted curve in the direction sought with a large enough effect; inconclusive means small, poorly fitted or top-dose-only effect, or another doubt; inactive means no such curve, though single readings can be large; an effect the other way counts as inactive or inconclusive. Potency means the concentration at half of the fitted maximal effect.

| SMILES | RGS4 inh | TrxR1 inh | ALOX12 inh | GLS inh | HP1b binding inh | JMJD2A Tudor | ERG Ets-DNA blk | Tb PGK inh | Pin1 inhibitor |
| --- | --- | --- | --- | --- | --- | --- | --- | --- | --- |
| COc1cccc([C@@H]2Oc3ccc(OC)cc3C(=O)[C@H]2OC(=O)Nc2cc(OC)c(OC)c(OC)c2)c1 | -6% | 31%[activator] | x | -4% | 26% | u | 2% | -2% | 4% |
| Cc1ccccc1NC(=O)CSCC(=O)Nc1ccccc1C | 14% | 11% | -24% | 12% | 32% | 2% | -4% | -6% | 1% |
| O=S(=O)(N/N=C\c1ccc2c(c1)OCO2)c1ccccc1 | -14% | 5% | 490%[activator] | -5% | 47%[activator] | -3% | 10% | i | -8% |
| CC(C)OCCCNC(=O)C1CCC(CNS(=O)(=O)c2ccccc2)CC1 (stereo not given) | 7% | 2% | 7% | -18% | 35% | -1% | u | -10% | -7% |
| CC(C)NC(=O)c1ccc(CSCc2ccccc2Cl)o1 | -7% | 7% | 0%&12% | 7% | 16% | -13% | 7% | -6% | -3% |
| O=C(Cc1cccc(NC(=O)C2CCN(C(=O)CCc3ccccc3)CC2)c1)Nc1cccc(C(=O)N2CCCCC2)c1 | 2% | 29% | 0% | 11% | 21% | -22% | 1% | -2% | 36%[activator] |
| CCn1c(CSc2nc3ccccc3s2)nc2ccccc21 | 19% | -12% | 0% | u | 31% | -8% | 1% | -2% | 2% |
| CCOC(=O)c1nn(-c2ccccc2C)c(=O)c2c(N)scc12 | u | 41%[activator][57.1 µM] | u | -3% | -16% | 18µM* | 1% | -6% | 1% |
| COc1cc(NC(=O)COC(=O)CC(C)(C)C)c(C)cc1[N+](=O)[O-] | -11% | 13% | -15% | 4% | 22% | -9% | 19% | 9% | -8% |
| CNC(=O)c1[nH]cnc1C(=O)Nc1ccc(Cl)cc1 | -2% | 37% | 4% | 8% | 26% | -25% | 1% | -6% | -2% |
| N#CSCC(=O)c1cccc2ccccc12 | u | u | -15% | 18% | 26% | -10% | 1% | i | -1% |
| C[C@H]1CN=C(N(C)C)N1CC1CCCC1 | 23% | -3% | 0% | -1% | 30% | -22% | -4% | -12% | -4% |
| O=C(Nn1cnnc1)C(Sc1ccccc1)c1ccccc1 (stereo not given) | -14% | 7%[57.1 µM] | -17% | 9% | 46%[activator] | -13% | -3% | i | -2% |
| COc1ccc(C(=O)NC(C)c2nccs2)cc1OC1CCN(C(C)C)CC1 (stereo not given) | 17% | 19% | -11% | -2% | 16% | -17% | -7% | -3% | -9% |
| CCCCCCSc1nsc(NC(C)=O)n1 | 14% | 15% | 479%[activator] | 8% | 22% | -4% | -5% | 4% | 2% |
| CC(=O)Nc1cccc(-c2nc3ccccc3s2)c1C | 7% | 11% | -4% | -1% | 32% | 10% | -7% | -1% | 26% |
| O=C(COC(=O)c1ccccc1F)NC(=O)NC1CCCC1 | 3% | 11% | 6% | -2% | 32% | 10% | 11% | 0% | 7% |
| CN1CCN(C(=S)C(=O)Nc2ccc(Br)cc2)CC1 | -135% | -1%[57.1 µM] | u | -15% | u | 89µM* | 2% | -4% | -10% |
| CC(C)(C)OC(=O)CC[C@@H](C(=O)N1CCN(C(=O)OC(C)(C)C)CC1)n1cc(C(CO)NC(=O)OC(C)(C)C)nn1 (stereo not given in full) | -1% | 14% | 0% | 0% | 44%[activator] | -4% | -2% | i | 2% |
| O=C(c1ccc(Cl)cc1Cl)C1(n2cncn2)Oc2ccccc2C1O (stereo not given) | -8% | 1% | 0% | 12% | 13% | -15% | 1% | 1% | -16% |
| O=[N+]([O-])c1ccccc1C=CC=NN=Cc1ccccc1O | -22% | 7%[11.4 µM] | 13% | 1% | -13% | -23% | -3% | -1% | -12% |
| CCOc1ccccc1N/C=C/C(=O)C(C)(C)C | -14% | 4% | -23% | 17% | 35% | -13% | -2% | -3% | 1% |
| Cn1ccnc1C(=O)c1cc(SCC(=O)NCc2ccccc2)nc2ccccc12 | u | 12%[57.1 µM] | -1% | 12% | -11% | -14%[11.4 µM] | 0% | -3% | -1% |
| CCCCOC(=O)c1ccc(NC(=O)c2ccc3c(c2)CCCN3S(C)(=O)=O)cc1 | 22% | 55%[activator] | -28% | -11% | 14% | -15% | 1% | 8% | 3% |
| O=C1CCCC2=C1C(c1cccs1)n1ncnc1N2 (stereo not given) | -20% | 9% | -6% | 37%[activator] | 24% | -16% | x | -7% | 3% |
| COc1ccc(-c2[nH]nc3c2C(c2ccncc2)C(C#N)=C(N)O3)cc1 (stereo not given) | -31% | -11% | -10% | 33% | 42%[activator] | -27% | 5% | i | -7% |
| COc1ccc(C(c2sc3ncnn3c2O)N2CCN(c3ccccc3F)CC2)cc1OC (stereo not given) | -5% | 14%[57.1 µM] | 20% | 6% | 18% | -15% | -1% | 1% | 5% |
| Cn1c2ccccc2c2nnc(SCCOc3ccccc3)nc21 | -18% | 11% | x | x | 78%[activator] | -4% | x | x | 4% |
| CCOC(=O)C1C(=O)CC(O)(c2ccccc2)CC1c1ccccc1 (stereo not given) | 4% | 5%[57.1 µM] | 40%[activator] | 2% | 28% | -2% | -7% | -8% | -2% |
| Cc1ccc2[nH]c(=O)c(-c3noc(C(C)C)n3)cc2c1 | -15% | 15% | 8% | -3% | 45%[activator] | -16% | -7% | -7% | -2% |
| O=C1N[C@@H](Cc2ccccc2)C(=O)N2[C@H]1C[C@]1(Br)c3ccccc3N(S(=O)(=O)c3ccccc3)[C@H]21 | -30% | -3% | 13% | -3% | 47%[activator] | -16% | 12% | i | 9% |
| NC(N)=NS(=O)(=O)c1ccc(N/C=C/C(=O)c2ccc(Cl)c(Cl)c2)cc1 | -2% | 11% | -22% | 0% | 27% | -3% | 35%[activator] | -2% | 18% |
| COc1ccc(-c2cnc3c(-c4ccc(F)cc4)cnn3c2N)cc1 | -19%[56.9 µM] | 0% | 6% | -8% | 58%[activator] | -5% | -2% | -3% | -5% |
| Oc1ccc(C[C@H]2CNCCN2CCc2cc(C(F)(F)F)cc(C(F)(F)F)c2)cc1 | 25% | 15%[57.1 µM] | u | 7% | 5% | u | -2% | -2% | -3% |
| CC(OC(=O)c1ccccc1C(=O)N(C)c1ccccc1)C(=O)Nc1ccc(C(N)=O)cc1 (stereo not given) | 4% | 4% | u | 5% | 29% | -10% | -1% | -1% | 3% |
| CCCCOc1cccc(C2/C(=C(\O)c3ccc4c(c3)OCCO4)C(=O)C(=O)N2CCN2CCOCC2)c1 (stereo not given) | -6% | 7% | u | 8% | 15% | -20% | -4% | 3% | 2% |
| Cc1cc(C(=O)COc2ccccc2[N+](=O)[O-])c(C)n1-c1cccc(S(=O)(=O)N2CCOCC2)c1 | -22% | -5% | -2% | 0% | 20% | -4%[57.1 µM] | -2% | i | 22% |
| C[C@H](CO)N1C[C@H](C)[C@@H](CN(C)S(C)(=O)=O)Oc2ccc(NC(=O)C3CC3)cc2C1=O | -4% | 2% | -19% | 2% | 89%[activator] | 1% | -12% | -4% | -8% |
| S=C(Nc1ccccc1Cl)N(CCCN1CCOCC1)Cc1ccco1 | -16% | -15% | 2% | 12% | 28% | -13% | 5% | -15% | 0% |
| O=C(NCc1ccccc1)c1cc(S(=O)(=O)N2CCC3(CC2)OCCO3)ccc1F | -2% | 8%[57.1 µM] | 5% | -4% | 30%[activator] | -10% | -1% | i | 4% |
| Cc1cc2c(cc1C)N(Cc1ccc(Cl)cc1)C1=NCCCN12 | -34% | 21%[57.1 µM] | u | 6% | 7% | -9% | -7% | 0% | 0% |
| NS(=O)(=O)c1ccc(CCNc2nccn(-c3cccc(C(F)(F)F)c3)c2=O)cc1 | 4% | 2%[57.1 µM] | 4% | 4% | 7% | -31% | -1% | 1% | 0% |
| Nn1c(Cc2ccccc2)n[nH]c1=S | -11% | -12% | -26% | 14% | 22% | 10µM* | -1% | 0% | -7% |
| C=CCc1cc(Cl)ccc1OCCCNC(C)CC (stereo not given) | 2% | -10% | u | 3% | u | 22µM* | -4% | 11% | 1% |

Among those listed so far, these contain fluorine:
| SMILES | RGS4 inh | TrxR1 inh | ALOX12 inh | GLS inh | HP1b binding inh | JMJD2A Tudor | ERG Ets-DNA blk | Tb PGK inh | Pin1 inhibitor |
| --- | --- | --- | --- | --- | --- | --- | --- | --- | --- |
| O=C(COC(=O)c1ccccc1F)NC(=O)NC1CCCC1 | 3% | 11% | 6% | -2% | 32% | 10% | 11% | 0% | 7% |
| COc1ccc(C(c2sc3ncnn3c2O)N2CCN(c3ccccc3F)CC2)cc1OC (stereo not given) | -5% | 14%[57.1 µM] | 20% | 6% | 18% | -15% | -1% | 1% | 5% |
| COc1ccc(-c2cnc3c(-c4ccc(F)cc4)cnn3c2N)cc1 | -19%[56.9 µM] | 0% | 6% | -8% | 58%[activator] | -5% | -2% | -3% | -5% |
| Oc1ccc(C[C@H]2CNCCN2CCc2cc(C(F)(F)F)cc(C(F)(F)F)c2)cc1 | 25% | 15%[57.1 µM] | u | 7% | 5% | u | -2% | -2% | -3% |
| O=C(NCc1ccccc1)c1cc(S(=O)(=O)N2CCC3(CC2)OCCO3)ccc1F | -2% | 8%[57.1 µM] | 5% | -4% | 30%[activator] | -10% | -1% | i | 4% |
| NS(=O)(=O)c1ccc(CCNc2nccn(-c3cccc(C(F)(F)F)c3)c2=O)cc1 | 4% | 2%[57.1 µM] | 4% | 4% | 7% | -31% | -1% | 1% | 0% |

Source: PubChem BioAssay (National Center for Advancing Translational Sciences (NCATS))

Some of the compounds tested. The share of hits here may be higher or lower than overall.
